KLK5 inh: kallikrein 5 (human) inhibition; Q9Y337; recombinant hK5, fluorogenic AMC substrate cleavage; inhibition, % at 5 µM; hit rate 0.59% among 210,000;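 active = inhibition of 40% or more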;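 note: 0% = enzyme controls without compound and 100% = no-enzyme blanks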
Target sequence (Q9Y337 67-293 limits assumed): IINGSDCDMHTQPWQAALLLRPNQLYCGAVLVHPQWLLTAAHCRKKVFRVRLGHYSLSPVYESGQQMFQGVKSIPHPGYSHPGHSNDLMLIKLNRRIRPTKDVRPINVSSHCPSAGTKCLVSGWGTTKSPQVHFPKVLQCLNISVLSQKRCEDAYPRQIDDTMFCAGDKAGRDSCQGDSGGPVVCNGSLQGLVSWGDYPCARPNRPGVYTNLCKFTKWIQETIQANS
FXIIa inh: blocks human coagulation factor XIIa protease activity; inhibition, % at 5 µM; P00748; hit rate 0.3% among 220,000; purified FXIIa, Boc-QGR-AMC fluorogenic substrate, 2 h; in the data active = inhibition above about 40%;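 note: 0% = enzyme with no compound and 100% = blank without enzyme; many of its hits are not listed in these tables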
p97 ATPase inh: inhibitors of human p97 ATPase; recombinant p97 ATPase, Kinase-Glo ATP luminescence, 3 h; inhibition, % at 8 µM; AID 1481; hit rate 0.42% among 220,000; in the data active = inhibition above about 15%;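 note: 0% = DMSO vehicle and 100% = wells lacking enzyme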
Wee1 degr inh: inhibitors of human Wee1 degradation | HeLa Luc-Wee1K328M stability, luciferase luminescence; 100% = proteasome inhibitor MG132 effect | hit rate 1.2% among 220,000 | reporter increase, % at 5 µM;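 active = activation above the mean of all tested compounds plus 3 SD, set per screening run, cut at about 8.8% in these data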;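 note: cells exposed to compound for 20 h before luminescence read; 0% = DMSO alone and 100% = MG132 at 30 µM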
eIF4E 4G PPI: eIF4E/eIF4G interaction inhibition in translation initiation; P63073+Q04637; hit rate 0.37% among 220,000; AID 782; inhibition, % at 21.7 µM; TR-FRET eIF4E-eIF4GI(517-606) binding, 2 h;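 active = inhibition above about 30%, limit read from the data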;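 note: 0% = full FRET control wells and 100% = background wells lacking eIF4GI fragment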
Rad51 HR inh: Rad51 (human) homologous recombination inhibition; Q06609; hRad51 DNA strand exchange, fluorescence dequenching; inhibition, % at 10 µM; hit rate 0.085% among 200,000; AID 1385;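 active = inhibition above 40% at the single screening dose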;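 note: 0% = DMSO control wells and 100% = blanks with heterologous ssDNA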
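Read-out basis: percent inhibition relative to plate controls and blanks / Assay system: human Rad51 nucleoprotein filaments preassembled on unlabelled ssDNA / Timing: filaments 15 min 37 °C, then compound 30 min / Control set: per-plate controls and blanks / Technique: fluorescence dequenching at 485/520 nm / Compound: 10 µM final, single point / Also added: Fluorescein- and BHQ1-tagged 47-mer duplex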
MDM2 E3 inh: blocks human Mdm2 ubiquitin ligase activity | cell-based MDM2 ubiquitination luciferase reporter, 2 h; 0 = plate control, 100 = twice control, blank-subtracted | hit rate 0.11% among 210,000 | signal enhancement, % at 5 µM;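 active = signal enhancement of 30% or more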;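 note: luminescence tracks abundance of the self-degrading MDM2-luciferase fusion protein; higher signal means inhibition of MDM2 E3 ligase activity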
Target sequence (Q00987 whole entry, looked up, the tested form may be a part): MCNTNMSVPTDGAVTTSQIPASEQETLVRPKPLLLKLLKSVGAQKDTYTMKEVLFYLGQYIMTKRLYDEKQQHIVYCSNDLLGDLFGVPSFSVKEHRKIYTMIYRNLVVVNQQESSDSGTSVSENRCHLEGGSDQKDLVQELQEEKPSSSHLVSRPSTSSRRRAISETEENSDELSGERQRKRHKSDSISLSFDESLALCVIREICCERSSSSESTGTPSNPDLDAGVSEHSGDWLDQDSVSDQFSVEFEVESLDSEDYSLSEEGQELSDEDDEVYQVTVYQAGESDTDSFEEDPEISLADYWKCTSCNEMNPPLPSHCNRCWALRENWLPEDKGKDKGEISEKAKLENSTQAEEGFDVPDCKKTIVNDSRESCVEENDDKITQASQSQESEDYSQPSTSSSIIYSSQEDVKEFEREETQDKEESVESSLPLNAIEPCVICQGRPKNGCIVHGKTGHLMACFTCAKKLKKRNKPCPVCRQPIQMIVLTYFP
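Test system: mammalian cells stably expressing self-ubiquitinating, self-degrading MDM2 E3–luciferase fusion; Amount: 2000 cells in each well; Medium: DMEM; Schedule: 4 h settle plus 2 h compound, 37 °C; Technique: SteadyLite luciferase luminescence after 15 min room-temperature reagent incubation; Benchmarks: plate control and blank wells.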
14-3-3 Bad PPI: disrupts binding of bovine 14-3-3 zeta to phospho-Bad peptide; TR-FRET 14-3-3zeta/Dy647-pBad peptide displacement, 1 h; inhibition, % at 21.7 µM; hit rate 0.71% among 220,000; AID 781;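 active = inhibition above about 70%, limit read from the data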;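 note: 0% = full 14-3-3 plus peptide FRET controls and 100% = background without 14-3-3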
Target sequence (P63103 whole entry, looked up): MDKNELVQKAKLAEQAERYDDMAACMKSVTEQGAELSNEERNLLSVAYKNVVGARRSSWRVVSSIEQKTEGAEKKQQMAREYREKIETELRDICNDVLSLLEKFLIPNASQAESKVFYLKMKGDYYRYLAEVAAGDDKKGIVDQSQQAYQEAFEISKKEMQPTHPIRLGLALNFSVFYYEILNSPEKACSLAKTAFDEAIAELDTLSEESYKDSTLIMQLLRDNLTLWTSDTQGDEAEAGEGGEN
FXIa inh: blocks human coagulation factor XIa protease activity; inhibition, % at 5 µM; AID 798; hit rate 0.14% among 220,000; purified FXIa, Boc-Glu-Ala-Arg-AMC fluorogenic substrate; P03951;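 active = inhibition of at least 40%; inactive = inhibition below 40%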;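 note: fluorescence of freed AMC excited at 355 nm; 0% = enzyme without compound and 100% = no enzyme blank; many of its hits are not listed in these tables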
* marks the source's active call; other numbers are inactive results; . = no result given; [ ] = remark or other dose.

SMILES	KLK5 inh	FXIIa inh	p97 ATPase inh	Wee1 degr inh	eIF4E 4G PPI	Rad51 HR inh	MDM2 E3 inh	14-3-3 Bad PPI	FXIa inh
COc1ccc(NC(=O)CC2C(=O)N(CCc3ccccc3)C(=S)N2Cc2cccnc2)cc1 (stereo not drawn)	2	-6	-5	1	-1[fluorescence artefact?]	3	-11	2	-4
OCCNc1nc(-c2ccccc2)nc2c1oc1ccccc12	-2	5	6	-1	2	7	-14	5	-1
CC(=O)N(c1ccccc1)c1nc(/C=C/C(=O)Nc2c(C)cc(C)cc2C)cs1	-1	12	6	0	-4	.	2	-20[fluorescence artefact?]	8
COC(=O)c1sccc1NC(=O)C1CC1	0	10	9	1	-1	6	-10	-10	2
Cc1nnc(N(Cc2ccco2)C(=O)c2ccno2)s1	-8	-3	5	-1	.	-1	-17	.	-3
COc1ccc(CC(=O)NCc2nc(-c3ccccc3)no2)cc1	2	11	3	-2	3	13	-7	-7	-1
Cc1cccc(N=C(NO)c2nonc2N)c1	-5	13	7	7	5[fluorescence artefact?]	.	1	-6	8
Cc1c(NC(=O)c2cccnc2C(=O)O)cccc1C(=O)O	-1	5	4	0	0	2	-7	-3[fluorescence artefact?]	-2
N#C/C(=C\c1ccccc1C(F)(F)F)C(=O)Nc1ccccc1	-5	7	-4	-2	4	1	-7	0	-5
Cn1c(=O)c2c(SCC(=O)Nc3nccs3)nc(C3CC3)nc2n(C)c1=O	2	2	-2	0	2	-4	.	2	-2
O=C(c1c(Cl)nc2sccn12)N(C(=O)c1c(Cl)nc2sccn12)c1ccc(Cl)cn1	-21	3	6	3	0	.	-25	6	-1
Cc1c(N=C/C=C2/N(C)c3ccccc3C2(C)C)c(=O)n(-c2ccccc2)n1C	-6	19	9	-2	-1	-15	-3	-7[fluorescence artefact?]	14
Cc1ccc2c([N+](=O)[O-])cccc2n1	-18	8	5	-2	21	4	13	-12	-1
Oc1nc(Nc2ccccc2)sc1/C=C1\C=Nc2ccccc21	2	10	13	3	5	-7	-9	-10	1
O=C(COC(=O)c1ccc2c(c1[N+](=O)[O-])C(=O)c1ccccc1C2=O)NC1CC1	-4	12	23*	-3	8	14	-12	-1	-1
O=C(OCC(=O)N1CCOCC1)C(c1ccccc1)c1ccccc1	-21	13	1	0	-14	3	-15	-3	0
CCCn1nc(C(=O)NCC(C)(C)N2CCOCC2)c2ccccc2c1=O	-6	15	-5	0	6	4	5	0	3
Cc1ccc(C)c(S(=O)(=O)N2C(=S)NC(=O)C2CC(C)C)c1 (stereo not drawn)	-13	-12	-1	-1	3	22	-13	-10[fluorescence artefact?]	-4
NC(=O)[C@@H]1CCCN1Cc1nc(-c2ccc(C(F)(F)F)cc2)no1	2	12	-7	-3	0	1	-7	-6	10
CCOC(=O)C1=C(C)N[C@@]2(O)c3ccccc3C(=O)[C@@]12O	8	24	-1	3	2	-4	-8	7	14
Cc1ccc(OCC(O)Cn2c(N3CCOCC3)nc3c2c(=O)[nH]c(=O)n3C)cc1 (stereo not drawn)	-10	31	-3	0	-5	10	-34	-1	19
NC(=O)C1CCC(NC(=O)OCc2ccccc2)CC1 (stereo not drawn)	4	13	3	2	-8	-5	-7	-2	0
C/C(=N\NC(=O)c1ccccc1C)c1ccc(N2CCOCC2)cc1	0	20	-3	-1	-1	-3	1	-6	4
Cc1sc2ncnc(Sc3nnnn3-c3ccc(Cl)cc3)c2c1C	-10	-6	-1	-2	3	1	-17	-13	-14
CCC(c1nnnn1C1CCCC1)N1CCN(C(=O)c2ccco2)CC1 (stereo not drawn)	-26	11	4	0	0[fluorescence artefact?]	1	10	29[fluorescence artefact?]	2
CCc1ccc(/C=N/Nc2nn[nH]n2)cc1	-8	11	2	0	7[fluorescence artefact?]	-3	-7	-2[fluorescence artefact?]	2
C(=N\Nc1nncn1/N=C/c1ccco1)/c1ccco1	1	8	-4	-2	-1	11	-9	0	-2
O=C(Nc1cccc(F)c1)C1CCN(C(=O)c2ccccc2Cl)CC1	46*	9	-6	-1	1	-1	-34	-1	1
CCC(=O)/C=C1/Sc2ccc(OC)cc2N1CCO	10	11	6	0	-1	4	16	-4	1
C=C(C)CSc1cc(C)nc2c(-c3ccccc3)c(C)nn12	-1	14	0	0	8	18	-10	-2	2
COc1ccc(N=C2SC(CC(=O)Nc3ccc(OC)cc3OC)C(=O)N2C)cc1 (stereo not drawn)	2	6	1	1	1	-1	4	-7	4
CCN1CCN(C(c2ccccc2)c2nnnn2Cc2ccc(OC)cc2)CC1 (stereo not drawn)	-12	2	0	-2	2	6	-10	5	-5
CCN1CCN(C(=S)c2ccc(O)cc2)CC1	-4	14	-1	1	2	3	-8	0	4
C=CCc1cccc2cc(C(=O)NCc3ccc(C(=O)OCC)o3)c(=O)oc12	-36	-11	-1	-1	-19	-2	-11	-5	-7
CCCCNC(=O)CC1C(=O)N(Cc2ccccc2)C(C)c2nc3ccccc3n21 (stereo not drawn)	0	6	-2	0	1	-1	-3	5	-2
CCOC(=O)CSc1nnc(Cc2ccccc2)n1-c1ccc(C)cc1	-14	9	-4	0	5	-4	10	3[fluorescence artefact?]	0

In the list so far, these have a Cl atom.
SMILES	KLK5 inh	FXIIa inh	p97 ATPase inh	Wee1 degr inh	eIF4E 4G PPI	Rad51 HR inh	MDM2 E3 inh	14-3-3 Bad PPI	FXIa inh
O=C(c1c(Cl)nc2sccn12)N(C(=O)c1c(Cl)nc2sccn12)c1ccc(Cl)cn1	-21	3	6	3	0	.	-25	6	-1
Cc1sc2ncnc(Sc3nnnn3-c3ccc(Cl)cc3)c2c1C	-10	-6	-1	-2	3	1	-17	-13	-14
O=C(Nc1cccc(F)c1)C1CCN(C(=O)c2ccccc2Cl)CC1	46*	9	-6	-1	1	-1	-34	-1	1

Next section:
SMILES	KLK5 inh	FXIIa inh	p97 ATPase inh	Wee1 degr inh	eIF4E 4G PPI	Rad51 HR inh	MDM2 E3 inh	14-3-3 Bad PPI	FXIa inh
COc1ccc(NC(=O)Cn2cnc3sc(C)c(S(=O)(=O)N4CCOCC4)c3c2=O)c(OC)c1	.	2	5	-3	1	.	-6	11	-4
Cn1nc(-c2ccc(N3CCCCC3)c(NC(=O)c3ccco3)c2)c2ccccc2c1=O	1	7	0	-1	9	0	2	-8	-4
O=C(C1CCCCN1S(=O)(=O)c1ccccc1[N+](=O)[O-])N1CCCC1 (stereo not drawn)	-9	2	6	0	2	20	-6	-11	-2
CCCCc1nc(SCC(=O)Nc2nnc(CCCC)s2)n[nH]1	.	8	1	1	-1	.	.	3	1
Cc1cccc(NC(=O)CCc2ccc(C)o2)c1	6	6	-2	2	-3	.	2	-4	9
CC(=O)Nc1ccc(NC(=O)C2(C)CC2(Cl)Cl)cc1 (stereo not drawn)	-9	1	5	2	3	-7	-10	-9	-12
Cc1nn(-c2ccccn2)c2c1C(c1c(F)cccc1Cl)C1=C(N2)c2ccccc2C1=O (stereo not drawn)	-12	3	-5	0	-3	.	-4	-2	-7
CC(C)[C@H](NC(=O)c1cccc(S(=O)(=O)N2CCCC2)c1)c1nc2ccccc2[nH]1	-41	10	4	1	-9[fluorescence artefact?]	-11	-2	-1	0
CC1CCN(C(=O)c2[nH]cnc2C(=O)N[C@@H](C)C(=O)OCc2ccccc2)CC1	0	3	.	.	-1	1	19	-4	-2
COC(=O)c1cc(OC)c(OC)cc1NC(=O)CN1CCOCC1	-3	7	3	3	1	-1	-10	-3	-1
CCN(CC)S(=O)(=O)c1ccc2c(c1)nc(SCC(=O)N1CCCCCC1)n2-c1ccc(OC)cc1	-20	-12	1	-1	-29	-1	-6	-8	-9
COc1cc(/C=C2\COC/C(=C\c3ccc(O)c(OC)c3)C2=O)ccc1O	2	11	15*	-3	3	6	16	-3	5
Cn1c(=O)c2c(nc(NCc3ccccc3)n2CC(N)=O)n(C)c1=O	-1	3	3	-2	-7	-3	.	-7	-4
COc1ccccc1/C=C1\CCCC2=C1Nc1nnnn1C2c1ccccc1OC (stereo not drawn)	-18	5	3	-2	2	-2	2	-18	-1
CC1S/C(=N/N=C/c2ccco2)N(Cc2ccccc2)C1=O (stereo not drawn)	-2	2	7	4	1	-20	5	0	4
Cc1cc(NC(=O)c2cccc(S(=O)(=O)N(C)C)c2)n(-c2ccccn2)n1	-17	10	-2	1	-12	-2	-16	4	-4
CCCCC(=O)Nc1ccccc1CC	1	6	8	5	-4	9	-3	1	1
Nc1ccc(Oc2ccc(Cl)cc2)cc1	4	7	-2	3	-2	.	-19	-6	1
NC(=O)/C=C\c1cn(-c2ccccc2)nc1-c1ccc2c(c1)OCCO2	-3	7	2	1	0	.	-6	-13[fluorescence artefact?]	2
CSCCC(NS(=O)(=O)c1ccc2c(c1)oc(=O)n2C)C(=O)NC1CCC(C)CC1 (stereo not drawn)	15	6	9	0	-2	0	-22	-8[fluorescence artefact?]	-4
Cn1c(-c2ccc(C=O)s2)nc2ccccc21	-17	0	2	4	2[fluorescence artefact?]	6	-4	5	-11
O=C(CN1CCOc2ccccc21)N1CCCC1	-13	15	6	1	6[fluorescence artefact?]	.	.	-16	10
Clc1ccc(Cn2ncc3c(NCCN4CCOCC4)ncnc32)cc1	-2	18	4	-2	6[fluorescence artefact?]	.	-8	27	2
O=[N+]([O-])c1ccccc1OCC(O)CNC1CCCC1 (stereo not drawn)	0	13	3	-3	-10	.	.	3	1
Cc1cc2cc(C(c3nnnn3CC3CCCO3)N3CCCc4ccccc43)c(=O)[nH]c2cc1C (stereo not drawn)	0	12	3	-2	-13[fluorescence artefact?]	-9	.	-5[fluorescence artefact?]	-3
CN(Cc1ccccc1)C(=O)C1CCC(CNS(=O)(=O)c2cccc3cccnc23)CC1 (stereo not drawn)	-4	4	-3	-1	0	6	-3	-8	-5
COc1ccc(C(=O)Nc2cc(-c3nn4c(C)nnc4s3)ccc2C)cc1	11	16	0	-1	-2	-4	-22	3	15
CC(=O)Nc1cccc(NC(=O)C2CCCN2C(=O)Nc2ccccc2C)c1 (stereo not drawn)	-18	10	1	1	8[fluorescence artefact?]	4	-9	-2[fluorescence artefact?]	-4
C=CCn1c(Cc2ccccc2)nnc1SCc1nc2ccccc2c(=O)[nH]1	-2	5	5	2	-1	4	-26	-9	-5
COC(=O)Nc1ccccc1C(=O)N1CCN(c2ccc(C)cc2)CC1	-4	10	6	-3	0	-5	-18	-1	0
COc1ccc(C2=NO[C@@H]3[C@@H]4C[C@@H]([C@H]5C(=O)N(C)C(=O)[C@@H]45)[C@H]23)c(OC)c1	2	7	8	6	-1	10	-15	-11	5
Cc1ccc(SCC(=O)NCC(C)C)cc1	-1	15	4	2	-1	-2	-5	2	6
Cc1[nH]ccc2c1[nH]c1cc(=O)ccc12	-6	-5	3	1	0	14	-34	-11	-5
CC(=O)N1CCCc2cc(S(=O)(=O)CCC(=O)N3CCN(c4cccc(C)c4)C(C)C3)ccc21 (stereo not drawn)	-2	20	3	0	-5	.	-2	14	17
CCOC(=O)c1cc(-c2ccc(Cl)cc2)nc2c1c(=O)[nH]c(=O)n2CCOC	7	6	-7	-2	8	5	0	4	1

Screening results deposited in PubChem BioAssay by several laboratories.
